H9c2 TAG inh: triacylglycerol accumulation inhibition | hit rate 0.66% among 230,000 | H9c2 cells, Nile Red lipid (TAG) fluorescence; cells loaded with 200 µM oleic acid | inhibition, % at 12.5 µM;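 active means pattern-corrected inhibition of lipid staining of at least 50% with the nuclear-stain viability signal not falling by more than 50%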;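 further: 0% = DMSO wells and 100% = triacsin C control wells; some results filed as inactive read as strong as hits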
H9c2 TAG inh DAPI viability: also measured in H9c2 TAG inh; calls as there; DAPI nuclei signal change (viability), lower = more cytotoxic, %;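 whole-well DAPI fluorescence read on a plate reader as a viability signal; minus 50 percent equals half of cells still viable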
* hit, by the source's call. This is a subset. The share of hits here may be higher or lower than overall.

SMILES	H9c2 TAG inh	H9c2 TAG inh DAPI viability
Cc1nc2cc(NC(=O)C3COc4ccccc4O3)ccc2s1 (stereo not given)	-1	-1
COc1ccc(NC(=O)c2ccc3c(=O)n(Cc4ccco4)c(=S)[nH]c3c2)c(OC)c1	10	-2
CC(=O)Nc1ccc(S(=O)(=O)N2CCN(S(=O)(=O)N3CCCCCC3)CC2)cc1	-23	-3
COc1ccc(/C=N/NC(=O)c2ccn[nH]2)cc1Cn1nc(C)c([N+](=O)[O-])c1C	-2	0
CCCC(=O)N(Cc1cc2cc(C)ccc2[nH]c1=O)c1ccccc1OC	-6	-6
Cc1nc(SCC(=O)N(C)Cc2ccco2)c2c(C)c(C)sc2n1	-5	-20
O=C(COC(=O)c1ccc(F)c(S(=O)(=O)N2CCOCC2)c1)NCc1ccc2c(c1)OCO2	-4	-2
CCc1nc2ccc(C(=O)N(C)CC(=O)Nc3cccc(F)c3)cc2nc1CC	-4	-3
Nn1c(SCc2c(F)cccc2F)nnc1-c1ccccn1	5	-7
CC1=NC(C#N)=C(C#N)NC(C)(C)C1	-7	1
Cc1cc2c(cc1C)CSC(c1ccccc1OC(=O)C(C)(C)C)SC2	14	0
Nc1ccc(C2CCCc3nonc32)c2nonc12 (stereo not given)	0	-7
CN(C)C(=O)C#Cc1ccccc1	4	5
CCOc1ccc(NC(=O)CN(C)CC(=O)Nc2cc(Cl)ccc2C#N)cc1OCC	5	-3
CCOC(=O)c1c(NC(=O)Cn2c(C)nc3ccccc32)sc2c1CCC2	2	-4
Cc1ccc(S(=O)(=O)NCC(=O)N2CCC(C)CC2)cc1	-2	4
CC(OC(=O)/C=C/c1ccco1)C(=O)NC1CCCCC1C (stereo not given)	0	-9
COc1cnc(-c2ccccc2)c(-c2ccccc2)n1	6	1
CCCSc1ccc([C@H]2N[C@@](Cc3ccccc3)(C(=O)OC)[C@H]3C(=O)N(CC)C(=O)[C@@H]23)cc1	5	-3
COc1ccc(C2=COc3ccccc3C(=O)N2)cc1	-16	6
CCc1ccc(NC(=O)Cn2nc(C)c([N+](=O)[O-])c2C)cc1	-16	7
CCN(CC(=O)Nc1ccc(C)c(F)c1)CC(=O)NC(C)C	8	-7
CN1C(=O)CC(c2ccccc2)C1=O (stereo not given)	6	-1
Cc1ccc(NC(=O)CSCC(=O)N(C)Cc2ccc(Cl)c(Cl)c2)cc1	-3	7
O=C(NCCCN1CCOCC1)c1cc(-c2ccco2)nc2ccccc12	-2	17
CC(=O)NN1C(=O)/C(=C\c2ccc(O)cc2)SC1=S	-8	12
Cc1ccc(CN2CCN(/N=C/c3ccc(N(C)C)cc3)CC2)cc1	-3	-7
COc1ccc(C2c3ccsc3CCN2C(=O)C(C)(C)C)cc1 (stereo not given)	-20	8
CCN(CC)S(=O)(=O)c1ccc2[nH]c(=O)cc(C(=O)Nc3ccccc3N3CCOCC3)c2c1	14	-7
Cc1cc2nc3n(c2cc1C)CC1CC(C(=O)NCC2CC2)N(C)C31 (stereo not given)	-4	-5
CCNC(=O)C1CCCN(C(=O)c2ccc(OC)cc2)CC1 (stereo not given)	-4	3
CCCc1cc(=O)n2[nH]c(NCc3ccc(Cl)cc3Cl)nc2n1	5	-1
O=C(Nc1cccc(C(=O)N2CCN(c3ccccc3)CC2)c1)c1ccco1	-5	3
CC(C)(C)NC(=O)C(c1ccncc1)N(C(=O)CNC(=O)c1ccco1)c1ccc2c(c1)OCO2 (stereo not given)	15	-3
NC(=O)C1CCN(C(=O)CC2(CC(=O)O)CCCCC2)CC1	1	-10
O=C(CSc1cccc[n+]1[O-])NN(c1ccccc1)c1ccccc1	3	-7
COc1ccc(S(=O)(=O)Nc2ccc3c(c2)C(=O)N([C@H](C)CO)C[C@H](C)[C@@H](CN(C)C(=O)Nc2c(C)noc2C)OCCCC[C@H](C)O3)cc1	-3	2
COc1cccc(COC(=O)C2CCN(S(=O)(=O)c3ccc(F)cc3)CC2)c1OC	-7	4
Cc1c(NS(=O)(=O)c2ccccc2)c(=O)n(-c2ccccc2)n1C	-5	-6
Cc1cccc(N2CCN(C(=O)CCN3C(=O)C4C5C=CC(C5)C4C3=O)CC2C)c1 (stereo not given)	4	-16
O=C(CSc1n[nH]c(=O)n1C1CC1)Nc1ccc(Cl)cc1Cl	-5	-2
COc1ccccc1-c1ccc(SCc2ccccc2)nn1	-14	0
COc1ccc(CN2CCC2(C)C(=O)Nc2ccc(OC)c(OC)c2)cc1 (stereo not given)	-9	12
C=CCc1c(C)nc2cc(-c3ccc(C)cc3)[nH]n2c1=O	2	-2
Brc1ccc(CSc2ncnc3nc[nH]c23)cc1	-3	-14
CC(C)(C)c1ccc(C(=O)c2c[nH]c(C(=O)NCc3cccnc3)c2)cc1	33	-11
CC(=O)Nc1cccc(NC(C)=O)n1	-5	-3
Cc1ccc(-c2cn(CCN)c(-c3ccc(Cl)nc3)n2)cc1	9	2
CCN1CCN(c2cc(C)c3cc(NC(=O)c4cnccn4)ccc3n2)CC1	8	2
Cc1ccc(NC(=O)COC(=O)C2CCC2)cc1S(=O)(=O)N1CCCCC1	7	3
N#C/C(=C\c1ccc(F)c(Cl)c1)S(=O)(=O)c1ccccn1	8	-13
O=C1NC(Cc2ccc(O)cc2)c2nc3ccccc3c(=O)n2-c2ncccc21 (stereo not given)	-6	1
Cc1ccccc1CC(=O)N1CCN(C(=O)C2CCCO2)CC1 (stereo not given)	5	-8
CN(C(=O)COC(=O)c1ccccc1Nc1ccccc1)C1CCS(=O)(=O)C1 (stereo not given)	4	9
CCCCCC(O)c1cccc(OCc2ccc3ccccc3n2)c1 (stereo not given)	-49	-5
CCCN(CC(=O)Nc1ccccc1C)C(=O)c1nn(CC)c(=O)c2ccccc12	-16	-3
CCCCN(C)CCC(=O)Nc1ccc(F)c(F)c1	-4	-3
COc1ccc(-c2nnnn2C)cc1S(=O)(=O)Nc1ccc(C)cc1C	-3	-3
CC1CC(OCC(O)C[N+]2(C)CCOCC2)CC(C)(C)C1 (stereo not given)	10	-4
Cc1ccc2nc(Cl)c(C#N)cc2c1	-1	5

The final 4 compounds of the part above open the next one.
SMILES	H9c2 TAG inh	H9c2 TAG inh DAPI viability
CCCCN(C)CCC(=O)Nc1ccc(F)c(F)c1	-4	-3
COc1ccc(-c2nnnn2C)cc1S(=O)(=O)Nc1ccc(C)cc1C	-3	-3
CC1CC(OCC(O)C[N+]2(C)CCOCC2)CC(C)(C)C1 (stereo not given)	10	-4
Cc1ccc2nc(Cl)c(C#N)cc2c1	-1	5
O=S(=O)(Nc1ccc2c(c1)OCCO2)c1cnc[nH]1	-6	-4
COC(=O)C1(C(F)(F)F)N=C(C(F)(F)F)Nc2ccc(Cl)cc21 (stereo not given)	3	6
COc1ccc(C(=O)Nc2ccc(CN3CCS(=O)(=O)CC3)cc2)cc1	11	-9
NC(=S)N=Nc1c(O)[nH]c2cc(F)c(F)cc12	-6	5
COc1ccc(S(=O)(=O)n2nc(OC(=O)c3cccs3)cc2N)cc1	-11	9
CCCOc1ccc(C(=O)Nc2ccc3c(c2)OCO3)cc1	-14	1
O=C(CSc1cn(CCNC(=O)c2ccc3ccccc3c2)c2ccccc12)NCc1ccco1	8	-1
O=C(Cc1cccc(NC(=O)C2CCN(C(=O)C3CCC3)CC2)c1)Nc1cccc(C(=O)N2CCOCC2)c1	6	-3
C[C@H](CO)N1C[C@H](C)[C@@H](CN(C)C(=O)CN2CCOCC2)Oc2ncc(-c3cncnc3)cc2C1=O	-1	-11
C=CCN1CCN(C(=O)CSc2ccccc2)CC1	9	-7
CCC(C)NC(=O)CNC(=S)N(Cc1ccc(F)cc1)C1CCCCC1 (stereo not given)	10	-8
c1ccc(-c2csc3ncnc(-n4cnc5ccccc54)c23)cc1	4	-14

Sorted by heavy-atom count (highest first): part of the list above.
SMILES	H9c2 TAG inh	H9c2 TAG inh DAPI viability
O=C(Cc1cccc(NC(=O)C2CCN(C(=O)C3CCC3)CC2)c1)Nc1cccc(C(=O)N2CCOCC2)c1	6	-3
C[C@H](CO)N1C[C@H](C)[C@@H](CN(C)C(=O)CN2CCOCC2)Oc2ncc(-c3cncnc3)cc2C1=O	-1	-11
O=C(CSc1cn(CCNC(=O)c2ccc3ccccc3c2)c2ccccc12)NCc1ccco1	8	-1
COc1ccc(C(=O)Nc2ccc(CN3CCS(=O)(=O)CC3)cc2)cc1	11	-9
COc1ccc(S(=O)(=O)n2nc(OC(=O)c3cccs3)cc2N)cc1	-11	9
c1ccc(-c2csc3ncnc(-n4cnc5ccccc54)c23)cc1	4	-14
O=S(=O)(Nc1ccc2c(c1)OCCO2)c1cnc[nH]1	-6	-4

The listing continues:
SMILES	H9c2 TAG inh	H9c2 TAG inh DAPI viability
Cc1ccc(S(=O)(=O)N(C)CC(=O)Nc2ccc(C)cn2)cc1	-5	3
Cc1ccc2oc(C(=O)N3CCN(Cc4ncccc4C)CC3)c(C)c2c1	-1	-2
COc1ccc(C(O)c2nc(-c3cc(F)cc(F)c3)cs2)cc1 (stereo not given)	-58	7
CC(C)OC(=O)N(C)C[C@@H]1OCc2cnnn2CCCC(=O)N([C@H](C)CO)C[C@H]1C	-10	-9
CC(C)(C)NC(=O)NCCc1ccccc1	0	0
CCCN1C2CCCC1CC(NC(=S)NCCCOCC)C2 (stereo not given)	-13	14
CN(C)c1ccc(/C=N/NC(=O)C[n+]2ccccc2)cc1	1	-2
CCNC(=S)Nc1ccc(N2CCCCC2)cc1	14	-7
COc1ccc(NC(=S)N(CCC(C)C)C(C)c2ccncc2)cc1 (stereo not given)	0	-2
O=C(Cn1c(=O)oc2cc(S(=O)(=O)N3CCCC3)ccc21)NC1CCCCC1	4	-9
CN1CC[C@]23c4ccccc4N[C@H]1[C@]21CCN(C)[C@H]3Nc2ccccc21	7	-4
CC1CCN(C(=O)CN2C(=O)c3ccccc3S2(=O)=O)CC1	3	1
COc1ccc(CCNC(=O)C(=O)NCC2OCCN2S(=O)(=O)c2ccccc2)cc1OC (stereo not given)	4	-7
COc1ccccc1OCCC(=O)OCC(=O)NCc1ccc(F)cc1	-6	-3
COc1ccc(C(=O)N2CCN(C(=O)c3ccco3)CC2)cc1	-1	11
Cc1ccc(C(=O)CSc2nnc(N)s2)c(C)c1	10	-5
COc1ccc(CC2(CO)CCN(Cc3cnn(-c4ccc(F)cc4)c3)CC2)cc1	16	0
CC1CCCN(C(=O)CSc2nc3ncccc3[nH]2)C1 (stereo not given)	1	2
CCCNC(=O)N(C)C[C@@H]1Oc2ncc(Br)cc2C(=O)N([C@H](C)CO)C[C@@H]1C	-10	-1
CCC(C)(C)NC(=O)/C=C/c1ccc(OC)c(S(=O)(=O)N2CCOCC2)c1	14	-16
CC1CCCC(NC(=O)COC(=O)c2ccc(S(=O)(=O)N3CCOCC3)cc2)C1C (stereo not given)	3	3
COCCNc1nc(NCCOc2ccccc2Cl)c2sccc2n1	-33	14
Cc1ccn2cc(CNS(=O)(=O)c3ccc(Cl)s3)nc2c1	8	-9
Cc1cccc(C)c1NC(=O)C(C)NCc1cccs1 (stereo not given)	-6	8
COc1ccc(-c2nc3c(s2)CCc2onc(-c4ccc(Br)cc4)c2-3)cc1	37	-23
Nc1nnnn1/N=C/c1cc([N+](=O)[O-])ccc1O	0	11
COc1cc2c(cc1OC)-c1n[nH]c(=S)n1C(C)(C)C2	4	6
CC(=O)c1cn(CC(=O)NCc2ccc3c(c2)OCO3)c2ccccc12	-31	-9
CCC(=O)Nc1ccc2c(c1)ncn2-c1ccc(C)cc1	-2	-9
COc1ccc(C2=NS(=O)(=O)N(C)C(C(=O)NC3CCCCC3)=C2)cc1OC	-17	11
CCc1ccc([C@@H]2CC=C(C(=O)O)[C@H](c3ccc(F)cc3)N2S(=O)(=O)c2ccc(C)cc2)cc1	10	3
Cn1nnnc1-c1cc(Cl)cc(Cl)c1	13	-12
COc1ccccc1CNC(=O)CCNC(=O)c1ccco1	-6	0
CC(C)C(C(=O)O)N1CCS(=O)(=O)CC1 (stereo not given)	5	4
COc1cc(/C=N\NC(=O)c2ccc(Cl)cc2)ccc1Oc1ccc([N+](=O)[O-])cn1	-3	-3
O=C(Nc1ccc(N2CCCC2)cc1)c1cc(Br)ccc1Cl	7	5

Part of the list above, reformatted:
canonical_smiles | H9c2 TAG inh | H9c2 TAG inh DAPI viability
O=C(Nc1ccc(N2CCCC2)cc1)c1cc(Br)ccc1Cl | 7 | 5
COc1ccc(C2=NS(=O)(=O)N(C)C(C(=O)NC3CCCCC3)=C2)cc1OC | -17 | 11
CCc1ccc([C@@H]2CC=C(C(=O)O)[C@H](c3ccc(F)cc3)N2S(=O)(=O)c2ccc(C)cc2)cc1 | 10 | 3
CC(C)C(C(=O)O)N1CCS(=O)(=O)CC1 (stereo not given) | 5 | 4

Other results.
SMILES	H9c2 TAG inh	H9c2 TAG inh DAPI viability
CC(C)Sc1nnc(Nc2ccccc2)s1	10	9
NC(=S)NNc1ccc(Cl)c(Cl)c1	18	-4
CCN(CCNC(=O)C1CCN(c2nnc(-n3cccc3)s2)CC1)c1ccccc1	21	2
COc1ccc(NC(=O)CNc2ccc(C#N)cc2)cc1	-20	-1
CCOC(=O)C1(C)NC(c2ccccc2F)C2C(=O)N(c3cccc(C(C)=O)c3)C(=O)C21 (stereo not given)	-4	-3
Cc1ccsc1C(=O)N1CCN(c2ncccn2)CC1	-1	5
CN(CCOc1ccc(Cl)cc1)C(=O)c1ccc(S(=O)(=O)N2CCOCC2)cc1	-10	-2
COc1cccc(NC(=O)CN(C)C(=O)Cn2c(=O)oc3ccccc32)c1	-7	-2
COc1ccc(S(=O)(=O)N2CCOCC2)cc1NC(=O)c1ccc(-n2nc(C)cc2C)cc1	11	1

Bioassay records: PubChem, Sanford-Burnham Center for Chemical Genomics
